# Compound activity from PubChem.
# Fh CTSL1 inh: blocks F. hepatica cathepsin L1 in PFM18AAP counter-screen; recombinant F. hepatica cathepsin L1, Z-Leu-Arg-MCA fluorescence; inhibition, % at 5.96 µM; hit rate 0.49% among 300,000; AID 1906;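 active = inhibition above the mean of all tested compounds plus 3 SD, set per screening campaign, cut at about 17% in these data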;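 also: 0% = plate median of test compound wells and 100% = 1 µM Z-Phe-Ala-diazomethylketone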
# core dimer inh: blocks dimerization of HCV core protein. TR-FRET GST/Flag-core106 dimerization, 1536-well. inhibition, % at 5 µM. hit rate 0.33% among 300,000;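 active = inhibition above the mean of all tested compounds plus 3 SD, set per screening campaign, cut at about 45% in these data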
#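 System: GST-tagged and Flag-tagged HCV core protein residues 1-106 / Input: core106 proteins, GST 13.5 nM and Flag 17 nM / Buffer or medium: KF-containing HEPES buffer, pH 7.45, DTT, CHAPS, BSA / Probe or stimulus: Eu-anti-GST and XL665-anti-Flag labelled anti-tag antibodies / Schedule: 4 h, 22.5 °C incubation / Technique: TR-FRET 671 and 617 nm emission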
# JMJD2C inh: human JMJD2C demethylase inhibition; Q9H3R0; GST-JMJD2C(1-420) H3K9me3 demethylation, DELFIA europium; inhibition, % at 2.35 µM; hit rate 0.069% among 330,000;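 active = more than half of a compound's replicate wells show inhibition beyond 50%, single wells judged on their own value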;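 also: signal counts dimethyl H3K9 product captured on neutravidin plate; 0% = median of DMSO wells and 100% = 0.3 times that DMSO median; strong numbers were not always called active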
# Efflux pump inh: inhibitors of Candida antifungal efflux pumps expressed in yeast; S. cerevisiae Candida pump triplex, Nile Red efflux; inhibition, % at 10 µM; hit rate 0.44% among 330,000;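 active = plate passing quality check with inhibition over a set limit, or well fluorescence over plate mean plus 4 SD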;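 also: Nile Red retained in pooled yeast measured as flow cytometry median fluorescence; 0% = buffer negative control and 100% = Enniatin B positive control; higher means more Nile Red kept so more efflux inhibition; some compounds called inactive have numbers as strong as hits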
# procasp3 activ: activators of human procaspase-3. recombinant procaspase-3 D3A, Ac-DEVD-pNA absorbance 405 nm. activation, % at 8.5 µM. hit rate 0.11% among 330,000. AID 463141;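 active = activation above the mean of all tested compounds plus 3 SD, cut at about 21% in these data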;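 also: 0% = DMSO alone and 100% = DMSO wells spiked with extra 5 µM PC-3 D3A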
# Target sequence (P42574 whole entry D9A/D28A/D175A): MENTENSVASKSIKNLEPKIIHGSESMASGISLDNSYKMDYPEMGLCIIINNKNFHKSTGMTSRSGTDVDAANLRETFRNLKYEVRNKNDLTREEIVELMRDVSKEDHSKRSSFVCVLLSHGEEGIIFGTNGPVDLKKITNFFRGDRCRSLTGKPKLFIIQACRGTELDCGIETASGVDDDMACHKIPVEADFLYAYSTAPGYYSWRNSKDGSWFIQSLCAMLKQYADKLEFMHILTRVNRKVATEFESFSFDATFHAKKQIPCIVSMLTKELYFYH
#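 material = Procaspase-3 D3A mutant | probe or stimulus = Ac-DEVD-pNA | compound = single dose, 8.5 µM nominal compound, 0.8% DMSO | timing = 1 h preincubation, 2 h reaction | measured by = 405 nm absorbance of p-nitroaniline, reads at 0 and 120 min | benchmarks = DMSO-only low control, 5 µM PC-3 D3A high control | repeats = singlicate, each compound tested once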
# TPT1 inhibitor: inhibitors of Candida albicans tRNA 2'-phosphotransferase TPT1. recombinant caTPT1, FP RNA substrate dephosphorylation. inhibition, % at 5 µM. hit rate 0.81% among 300,000. AID 1962;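 active = inhibition above the mean of all tested compounds plus 3 SD, set per screening campaign, cut at about 24% in these data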;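 also: plate controls were DMSO alone for no effect and ferristatin control at 100 nM for full effect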
# PP5 primary: PP5 (human) phosphatase inhibition | P53041 | purified PP5c, OMFP substrate fluorescence | inhibition, % at 6.7 µM | hit rate 0.18% among 320,000 | AID 1987;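 active = inhibition above the campaign's mean inhibition across all tested compounds plus 3 SD, cut at about 9.5% in these data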;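 also: 0% = DMSO only and 100% = 100 µM cantharidin control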
# procasp7 counter: activates human procaspase-7, counter-screen for procaspase-3 activators | P55210 | recombinant procaspase-7, Ac-DEVD-pNA absorbance 405 nm; D23A/D198A/D206A triple mutant, cannot self-cleave; scale: DMSO 0, 5 µM enzyme 100 | activation, % at 8.5 µM | hit rate 0.093% among 330,000 | AID 463210;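 active = percent activation above the screen-wide mean plus 3 SD, cut at about 25% in these data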
# Target sequence (P55210 whole entry D23A/D198A/D206A): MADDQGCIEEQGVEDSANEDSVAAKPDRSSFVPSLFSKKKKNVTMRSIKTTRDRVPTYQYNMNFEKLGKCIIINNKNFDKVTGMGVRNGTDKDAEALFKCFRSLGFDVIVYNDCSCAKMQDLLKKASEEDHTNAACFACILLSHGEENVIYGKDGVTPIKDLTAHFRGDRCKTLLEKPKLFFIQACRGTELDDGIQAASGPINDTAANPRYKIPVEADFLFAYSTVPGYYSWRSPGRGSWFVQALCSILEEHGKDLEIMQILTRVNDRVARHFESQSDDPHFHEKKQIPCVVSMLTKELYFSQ
#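 signal = Epi-absorbance of released pNA at 405 nm, two timepoints | assay system = Uncleavable procaspase-7 mutant enzyme | reagent = Ac-DEVD-pNA substrate, 400 µM as added | times = 1 h enzyme–compound preincubation and 2 h substrate reaction, both 25 °C | benchmarks = low DMSO alone, high DMSO plus 5 µM PC-7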
# PP1 counter: PP1-alpha (human) inhibition in PP5 counter-screen | P62136 | hit rate 0.9% among 320,000 | purified PP1alpha, OMFP fluorescence | inhibition, % at 6.7 µM;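 active = inhibition above the mean inhibition of all tested compounds plus 3 SD, computed separately for each screening campaign, cut at about 15% in these data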
# Target sequence (P62136 whole entry, looked up): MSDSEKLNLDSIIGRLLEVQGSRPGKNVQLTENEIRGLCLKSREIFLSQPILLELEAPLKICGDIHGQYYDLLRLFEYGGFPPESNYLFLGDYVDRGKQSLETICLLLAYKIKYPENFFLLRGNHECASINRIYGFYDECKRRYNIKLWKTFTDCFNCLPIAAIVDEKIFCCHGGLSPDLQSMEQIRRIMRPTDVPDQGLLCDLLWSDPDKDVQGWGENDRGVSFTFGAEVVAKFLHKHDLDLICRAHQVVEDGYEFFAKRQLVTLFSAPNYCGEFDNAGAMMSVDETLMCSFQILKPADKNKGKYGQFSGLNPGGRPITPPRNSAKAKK
# Starred values were filed as active, the others as inactive; x = no result given.
1. CC(C)c1ccc(N(C(=O)C(F)(F)F)C(C(=O)NC2CCCCC2)c2ccncc2)cc1 (stereo not given)
2. O=C1C2C3CCCC3=C3CCCC3C2C(=O)N1c1ccccc1 (stereo not given)
3. COc1cccc(NC(=O)COC(=O)c2ccccc2F)c1
4. O=C(c1ccc([N+](=O)[O-])cc1)N1CCN(C(=O)C2CCCCC2)CC1
5. COc1ccccc1CCNC(=O)CSc1nc(-c2ccco2)cc(C(F)(F)F)n1
6. Cc1cccc(C)c1NC(=O)CCCSc1nnnn1C
7. COc1cc(/C=C2\CCn3c2nc2cc(C(=O)O)ccc2c3=O)ccc1OC(F)F
8. COc1ccccc1NC(=O)Cc1cccs1
9. CC(Sc1ccccc1)C(=O)NN=C1CCCCCCC1 (stereo not given)
10. Cn1c(SCC(=O)Nc2ccc(F)cc2)nc2c(c1=O)SCC2
screen / no.,1,2,3,4,5,6,7,8,9,10
Fh CTSL1 inh,-2,2,-5,0,-1,4,6,-2,4,2
core dimer inh,-21,7,-2,-1,-26,-2,-7,7,8,3
JMJD2C inh,10,20,0,-3,2,1,14,-4,-12,-4
Efflux pump inh,-0.1,0.1,0.6,0.0,0.2,-0.1,0.4,0.0,-0.1,0.1
procasp3 activ,5,-1,-5,-1,7,7,-8,9,-3,1
TPT1 inhibitor,-6,-9,1,-5,-1,-5,-1,-4,2,-1
PP5 primary,4.4,3.0,-0.9,-2.0,-2.8,2.3,-1.1,0.2,-0.7,2.1
procasp7 counter,4,-1,-1,8,-3,2,-9,14,-2,0
PP1 counter,3,0,-2,-2,-8,1,-1,3,-3,-1

11. CCc1ccccc1NC(=O)COC(=O)C1C2CC3OC(=O)C1C3C2 (stereo not given)
12. CCC(/C=C1\Sc2ccc(OC)cc2N1CC)=C\c1sc2ccc(OC)cc2[n+]1CCCS(=O)(=O)[O-]
13. CN1CCN(S(=O)(=O)c2cccc(C(=O)Oc3ccc(Br)cc3F)c2)CC1
14. CCOP(=O)(OCC)C(Nc1ccc(C)cc1)c1ccco1 (stereo not given)
15. CO/N=C(/c1nonc1N)N1CCN(c2ccc([N+](=O)[O-])cc2)CC1
16. O=C(CCCCCn1c(=O)[nH]c2ccsc2c1=O)NCc1cccs1
17. COc1ccc(CNC(=O)Oc2ccccc2)cc1Cl
18. CCCS(=O)(=O)N1CCC(C(=O)NCCCN(C)Cc2ccccc2)CC1
19. Cc1nnc(-c2ccc(Cl)cc2)nc1NCCN(C)C
20. Fc1ccccc1NC(=S)Nn1cnnc1
screen / no.,11,12,13,14,15,16,17,18,19,20
Fh CTSL1 inh,-1,-2,8,0,8,3,19*,2,-3,-4
core dimer inh,-10,-368,8,-2,-3,-1,-2,-2,-1,3
JMJD2C inh,-12,-2,-14,1,-34,-8,-3,-1,3,0
Efflux pump inh,0.1,-0.1,0.1,-0.1,-0.1,-0.1,0.1,0.1,0.1,-0.1
procasp3 activ,0,-23,-3,6,-14,-1,-2,0,6,-17
TPT1 inhibitor,-2,3,1,-3,0,0,-3,3,-3,1
PP5 primary,3.8,5.6,-0.8,0.7,2.9,0.3,-1.5,-2.1,1.4,-0.6
procasp7 counter,5,-37,-1,9,-9,3,12,4,-1,-16
PP1 counter,1,1,34*,-4,-1,-5,4,-8,-1,0

# 13 compounds from above, arranged by molecular weight, rising:
8. COc1ccccc1NC(=O)Cc1cccs1
19. Cc1nnc(-c2ccc(Cl)cc2)nc1NCCN(C)C
9. CC(Sc1ccccc1)C(=O)NN=C1CCCCCCC1 (stereo not given)
6. Cc1cccc(C)c1NC(=O)CCCSc1nnnn1C
14. CCOP(=O)(OCC)C(Nc1ccc(C)cc1)c1ccco1 (stereo not given)
11. CCc1ccccc1NC(=O)COC(=O)C1C2CC3OC(=O)C1C3C2 (stereo not given)
15. CO/N=C(/c1nonc1N)N1CCN(c2ccc([N+](=O)[O-])cc2)CC1
10. Cn1c(SCC(=O)Nc2ccc(F)cc2)nc2c(c1=O)SCC2
16. O=C(CCCCCn1c(=O)[nH]c2ccsc2c1=O)NCc1cccs1
18. CCCS(=O)(=O)N1CCC(C(=O)NCCCN(C)Cc2ccccc2)CC1
7. COc1cc(/C=C2\CCn3c2nc2cc(C(=O)O)ccc2c3=O)ccc1OC(F)F
5. COc1ccccc1CCNC(=O)CSc1nc(-c2ccco2)cc(C(F)(F)F)n1
screen / no.,8,19,9,6,14,11,15,10,16,18,7,5
Fh CTSL1 inh,-2,-3,4,4,0,-1,8,2,3,2,6,-1
core dimer inh,7,-1,8,-2,-2,-10,-3,3,-1,-2,-7,-26
JMJD2C inh,-4,3,-12,1,1,-12,-34,-4,-8,-1,14,2
Efflux pump inh,0.0,0.1,-0.1,-0.1,-0.1,0.1,-0.1,0.1,-0.1,0.1,0.4,0.2
procasp3 activ,9,6,-3,7,6,0,-14,1,-1,0,-8,7
TPT1 inhibitor,-4,-3,2,-5,-3,-2,0,-1,0,3,-1,-1
PP5 primary,0.2,1.4,-0.7,2.3,0.7,3.8,2.9,2.1,0.3,-2.1,-1.1,-2.8
procasp7 counter,14,-1,-2,2,9,5,-9,0,3,4,-9,-3
PP1 counter,3,-1,-3,1,-4,1,-1,-1,-5,-8,-1,-8

13. CN1CCN(S(=O)(=O)c2cccc(C(=O)Oc3ccc(Br)cc3F)c2)CC1
screen / no.,13
Fh CTSL1 inh,8
core dimer inh,8
JMJD2C inh,-14
Efflux pump inh,0.1
procasp3 activ,-3
TPT1 inhibitor,1
PP5 primary,-0.8
procasp7 counter,-1
PP1 counter,34*

# The list continues.
21. C[C@H](NC(N)=O)C(=O)Nc1ccc(N2CCOCC2)c(S(=O)(=O)Nc2ccc(Cl)cc2)c1
22. Cc1ccc(S(=O)(=O)N[C@@H](C)C(=O)OCC(=O)N2c3ccccc3NC(=O)C2(C)C)cc1
23. COc1ccc(C(=O)NC2CCN(C(=O)NC3CCCCC3)CC2)cc1
24. Cc1ccoc1C(=O)Nc1ccc2ccccc2c1
25. Cc1ccc(C2=N/C(=C\c3cccnc3)C(=O)O2)cc1
26. CCCCN(CCCNC(=O)c1c(C)cc(=O)oc1C)c1ccccc1
27. C/C(=N\NC(=O)c1ccc(N2CCCC2=O)cc1)c1ccc(O)cc1O
28. Cc1ccc(S(=O)(=O)c2c(C)nn(C(C)(C)C)c2OC(=O)CC(C)C)cc1
29. COc1ccc(N2CCN(C3CCCN(S(=O)(=O)c4ccccc4)C3)CC2)cc1 (stereo not given)
30. COc1ccc(CN(C)C(=O)C2CCN(C(=O)Nc3ccccc3)CC2)cc1
screen / no.,21,22,23,24,25,26,27,28,29,30
Fh CTSL1 inh,x,x,-6,0,1,2,1,1,-1,-1
core dimer inh,x,x,-6,5,7,7,-15,2,-2,-1
JMJD2C inh,x,0,-4,-10,1,-5,-11,-1,-17,10
Efflux pump inh,-0.1,0.3,0.2,-0.1,-0.1,-0.1,0.5,0.3,0.2,0.1
procasp3 activ,-6,-8,1,11,6,7,-12,-3,-1,3
TPT1 inhibitor,x,x,0,0,-3,-2,1,4,2,1
PP5 primary,1.7,2.4,-1.4,0.7,-1.0,4.0,2.8,5.5,0.8,3.0
procasp7 counter,-12,-8,-14,9,-1,-3,1,-8,9,-1
PP1 counter,-3,-1,-1,-3,-2,-2,-2,-1,-4,1

31. O=C(CNc1ccccc1)N/N=C/c1c(O)ccc2ccccc12
32. CCN(CC)C(=O)CSc1nc2sc3c(c2c(=O)n1CCCOC)CCC3
33. COC(=O)c1c(C)[nH]c(C)c1-c1ccccc1
34. O=C(CC1SC(=O)N(Cc2ccccc2)C1=O)Nc1nccs1 (stereo not given)
35. COC(=O)c1ccc(CN2CCc3ccc(NC(=O)c4ccncc4)cc3C2)cc1
36. Cc1cccc(NC(=S)/N=C(\N)Nc2nc(C)c3ccccc3n2)c1
37. CCc1nc(C)cn1S(=O)(=O)c1cc(OC)c(C)cc1C
38. COc1ccc(N=Cc2c(O)n(-c3cccc(C)n3)c(=O)c3ccccc23)c(OC)c1
39. Nc1c(C(=O)O)cnn1-c1ccccc1
40. Cc1ccc(-c2cc(C(=O)Nc3cccnc3)[nH]n2)c(O)c1C
screen / no.,31,32,33,34,35,36,37,38,39,40
Fh CTSL1 inh,3,-3,2,-4,-1,0,-3,5,-2,0
core dimer inh,2,6,-3,-8,-2,18,-2,4,-2,-3
JMJD2C inh,8,-13,0,12,-5,2,-4,3,-7,-4
Efflux pump inh,0.1,0.0,0.0,0.1,-2.6,0.2,0.0,-0.2,-0.1,0.5
procasp3 activ,-23,-3,-6,4,4,1,0,-3,3,0
TPT1 inhibitor,2,-1,-8,-2,-4,6,-8,21,2,-2
PP5 primary,3.0,2.3,1.5,2.1,2.8,3.7,2.8,-1.4,1.0,2.9
procasp7 counter,-45,-8,5,-6,-6,-7,5,0,-2,3
PP1 counter,4,-3,-4,2,1,11,-2,-11,-4,-1

41. CCN1CCN(C(=O)c2ccc(COc3cccc(Cl)c3)o2)CC1
42. CC(C)N(C(=O)CS(=O)(=O)c1ccc(Cl)c(Cl)c1)C(C)C
43. CCCCCCCC1CC(CSc2ncn[nH]2)OC1=O (stereo not given)
44. COc1ccc(/C=C/c2nc3sc4c(c3c(=O)o2)CCC4)cc1
screen / no.,41,42,43,44
Fh CTSL1 inh,0,9,-1,4
core dimer inh,3,0,-8,5
JMJD2C inh,-8,-7,-21,17
Efflux pump inh,0.0,-0.2,0.0,-0.1
procasp3 activ,0,-3,2,-3
TPT1 inhibitor,2,-5,-13,-3
PP5 primary,1.1,-8.8,2.5,0.0
procasp7 counter,3,-6,1,-2
PP1 counter,5,-6,-3,0

# Entries of single compounds from above:
# Cc1ccoc1C(=O)Nc1ccc2ccccc2c1 as listed: Fh CTSL1 inh: 0; core dimer inh: 5; JMJD2C inh: -10; Efflux pump inh: -0.1; procasp3 activ: 11; TPT1 inhibitor: 0; PP5 primary: 0.7; procasp7 counter: 9; PP1 counter: -3
# Cc1ccc(C2=N/C(=C\c3cccnc3)C(=O)O2)cc1 as listed: Fh CTSL1 inh: 1; core dimer inh: 7; JMJD2C inh: 1; Efflux pump inh: -0.1; procasp3 activ: 6; TPT1 inhibitor: -3; PP5 primary: -1.0; procasp7 counter: -1; PP1 counter: -2
